# Assay outcomes: PubChem, several laboratories
# AddAB inh = growth inhibition of E. coli expressing H. pylori AddAB, primary screen, AddAB inhibitor project, absorbance | inhibition, % at 11.9 µM | hit rate 0.29% among 330,000; in the data active means inhibition above about 12%;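 further: 0% = vehicle wells of infected cells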
# Ecoli viability = E. coli V3065 growth inhibition, primary screen, counter-screen for AddAB inhibitor project, absorbance, OD600 | inhibition, % at 11.9 µM | hit rate 0.27% among 330,000 | 18 h | AID 449728, 2010;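 active means inhibition above the campaign's mean inhibition across all tested compounds plus 3 SD, cut at about 9.9% in these data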;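 further: uninfected addAB+ strain grown without phage in ampicillin broth; 0% = DMSO wells and 100% = ciprofloxacin 0.95 µg/ml wells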
# CDK5 p35 inh = inhibitors of human CDK5/p35 kinase, primary screen, biochemical, single concentration; Recombinant CDK5/p35, ADP-Glo luminescence, 60 min; inhibition, % at 10 µM; hit rate 0.01% among 330,000;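 active means highest replicate inhibition of at least 50% and at least 75% of replicates reaching 50%; inconclusive means only one of the two criteria met; inactive means both criteria failed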;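 further: plate controls were DMSO neutral control for no effect and GW8510 at 10 µM for full effect; many of its hits are not listed in these tables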
# Target sequence (Q00535 whole entry, looked up): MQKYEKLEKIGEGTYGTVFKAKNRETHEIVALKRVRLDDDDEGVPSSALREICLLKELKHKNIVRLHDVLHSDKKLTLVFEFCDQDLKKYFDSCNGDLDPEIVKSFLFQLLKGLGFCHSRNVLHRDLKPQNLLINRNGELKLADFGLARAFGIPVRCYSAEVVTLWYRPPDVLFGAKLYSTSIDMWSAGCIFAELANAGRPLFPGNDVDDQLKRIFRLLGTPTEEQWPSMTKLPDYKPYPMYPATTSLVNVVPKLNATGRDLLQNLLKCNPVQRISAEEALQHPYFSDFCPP
# Target sequence (Q15078 whole entry, looked up): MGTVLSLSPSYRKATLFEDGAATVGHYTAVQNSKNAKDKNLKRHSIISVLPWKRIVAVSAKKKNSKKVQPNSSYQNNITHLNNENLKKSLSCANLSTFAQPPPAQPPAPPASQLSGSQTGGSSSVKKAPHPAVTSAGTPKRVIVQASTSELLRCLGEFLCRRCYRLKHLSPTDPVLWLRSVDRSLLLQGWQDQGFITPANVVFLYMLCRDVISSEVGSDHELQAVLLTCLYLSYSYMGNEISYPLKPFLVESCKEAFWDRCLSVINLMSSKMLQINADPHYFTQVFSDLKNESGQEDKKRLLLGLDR
# DAGLB inh = DAGLB lipase inhibitors, primary screen, biochemical, fluorescence, HTS | hit rate 0.059% among 340,000 | HEK293T DAGLB membrane lysate, EnzChek fluorogenic substrate | AID 504411, 2011 | Diacylglycerol lipase-beta (Homo sapiens), Q8NCG7 | inhibition, % at 5.17 µM; in the data active means inhibition above about 34%;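 further: 0% = enzyme with vehicle and 100% = wells lacking enzyme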
# Tat transport = E. coli Tat export inhibitors, primary screen, MC4100, TorA-mCherry reporter, fluorescence, single point | inhibition, % at 10 µM | hit rate 0.036% among 340,000 | AID 488895, 2010;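 active means mean replicate inhibition at least 50% and at least half of replicates individually reaching 50%; inconclusive means only one of the two criteria met; inactive means neither criterion met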;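 further: exported cargo escapes ClpAP degradation while cytoplasmic cargo is degraded and loses fluorescence; 0% = median of neutral control wells and 100% = median of NaSCN control wells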
# phage Ecoli inh = growth loss of phage-infected E. coli, primary screen, RecBCD inhibitor project, absorbance, with phage, HTS | inhibition, % at 11.9 µM | AID 651602, 2012 | hit rate 0.26% among 360,000; in the data active means inhibition above about 11%
# HTR5A ag = HTR5A agonists in luminescence cell assay, primary screen, counter-screen for OPRM1-OPRD1 heterodimer agonist project, full-deck HTS | cell-based | activation, % at 9.3 µM | hit rate 0.61% among 340,000 | AID 504692, 2011; in the data active means activation mostly above about 9.5%, no sharp cut-off; inactive means mostly below about 7.6%;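 further: 0% = cells with vehicle only and 100% = reference agonist; strong numbers were not always called active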
# Target sequence (P47898 whole entry, looked up): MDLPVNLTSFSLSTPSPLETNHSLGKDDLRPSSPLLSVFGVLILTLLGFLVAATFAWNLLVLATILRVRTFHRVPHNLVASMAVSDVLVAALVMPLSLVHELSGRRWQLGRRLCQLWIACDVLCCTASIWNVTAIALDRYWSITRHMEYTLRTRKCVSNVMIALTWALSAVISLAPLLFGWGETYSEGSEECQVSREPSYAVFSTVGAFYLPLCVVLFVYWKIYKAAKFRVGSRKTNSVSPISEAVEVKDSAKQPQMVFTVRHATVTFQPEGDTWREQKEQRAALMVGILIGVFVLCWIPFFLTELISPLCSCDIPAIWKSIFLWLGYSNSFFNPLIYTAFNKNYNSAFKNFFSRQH
# PKA-R1A activ = activators of PKA-R1A holoenzyme, primary screen, biochemical, fluorescence polarization, Cy5-IP20, bovine R1A, mouse PKAc. hit rate 0.083% among 340,000. activation, % at 11.4 µM. cAMP-dependent protein kinase type I-alpha regulatory subunit (Bos taurus) + …. PKA-R1A dissociation; scaled: DMSO 0%, 113 µM cGMP 100%;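 active means percent activation above the mean of all tested compounds plus 3 SD, cut at about 19% in these data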;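 further: higher means more PKAc released from R1A so a rise in polarization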
# PKA-R2B act = activators of PKA-R2B holoenzyme, primary screen, biochemical, fluorescence polarization, Cy5-IP20, human | activation, % at 11.4 µM | PKA-R2B holoenzyme dissociation; R2B truncated from residue 108, S112A mutant; 0% DMSO only, 100% 113 µM cGMP | hit rate 0.079% among 340,000 | AID 504700, 2011;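 active means activation above a cutoff set at the mean over all compounds plus 3 SD, cut at about 18% in these data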;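 further: higher means more holoenzyme dissociation and a rise in polarization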
# HTR5A inv ctr = HTR5A inverse agonists in luminescence cell assay, primary screen, counter-screen for OPRM1-OPRD1 heterodimer inverse agonist project, full-deck HTS. HTR5A cell line, inverse agonism. inhibition, % at 9.3 µM. hit rate 0.083% among 340,000; in the data active means inhibition mostly above about 23%, no sharp cut-off; inactive means mostly below about 18%;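 further: 0% = cells with DMSO and 100% = no-cell wells with DMSO; some compounds called inactive have numbers as strong as hits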
# SUMO Mot1 rescue = yeast Mot1-301 growth rescue at high temperature, primary screen, SUMOylation pathway inhibitor project, S. cerevisiae, ATP luminescence, 38.5C; S. cerevisiae Mot1-301 growth rescue; percent above DMSO median, 100 means doubled; growth rescue, % at 18.8 µM; hit rate 1% among 320,000; AID 2716, 2010;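 active means every valid replicate shows activation above 250% relative to neutral control wells; inactive means the rest, any valid replicate at or below 250%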;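 further: OY570 slx delta 5 strain wells were the positive control but not used for scaling; some compounds called inactive have numbers as strong as hits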
# Starred values were filed as active, the others as inactive; u = inconclusive; x = no result given.
SMILES,AddAB inh,Ecoli viability,CDK5 p35 inh,DAGLB inh,Tat transport,phage Ecoli inh,HTR5A ag,PKA-R1A activ,PKA-R2B act,HTR5A inv ctr,SUMO Mot1 rescue
Cc1ccc(S(=O)(=O)NCC2CCC(C(=O)N3CCOCC3)CC2)cc1 (stereo unspecified),0.3,-1.9,0.8,2,-2,0.2,1,3,-6,-5,-1
c1ccc(COc2ccc(OCCN3CCCC3)cc2)cc1,-0.8,-0.7,1.4,-2,-2,5.6,-5,-3,-4,13,334
CC(C)NC(=O)NC(=O)COC(=O)/C=C/c1ccc2c(c1)OCO2,0.8,-1.8,-1.5,0,9,4.4,7,-5,9,5,5
CCOC(=O)Cn1c(=O)oc2cc(S(=O)(=O)N(CCN(C)C)Cc3ccccc3)ccc21,3.0,-2.2,1.1,-1,1,2.4,1,-3,-10,-14,4
Fc1ccc(-c2csc(NC(=S)Nc3ccccc3)n2)cc1,0.3,-2.8,0.3,-2,-16,5.0,2,-4,1,-10,-5
CCc1nn2cc(-c3ccccc3)nc2s1,-0.6,-0.3,2.1,-2,-7,-1.5,6,-2,-1,-1,-14
Oc1ccc(-c2nc3ccccn3c2NCc2ccco2)cc1,0.3,-2.1,1.5,5,-5,2.6,2,-9,1,7,2
O[C@@H]1Cc2ccccc2O[C@H]1c1ccccc1,x,x,1.8,0,2,1.8,1,7,-6,-14,x
Cc1cc(C)n(-c2ccc(C(=O)OCC(=O)Nc3ccc(Cl)c(S(=O)(=O)N(C)C)c3)cc2)n1,0.7,0.7,0.8,-8,1,2.1,-3,0,-3,-2,-2
CC(C)CNC(CC(=O)O)c1ccccc1 (stereo unspecified),-3.4,-0.4,-1.9,0,1,2.9,-5,1,2,8,22
CC1=[N+](C)N(c2ccccc2)C(=O)C1N=Cc1ccccc1Cl (stereo unspecified),1.3,0.2,1.8,-1,-5,0.8,6,3,-2,-15,6
Cc1cccc(NC(=O)CCN2CC(C)OC(C)C2)c1 (stereo unspecified),4.7,2.1,1.4,-1,1,1.8,8,-5,-2,-19,1
CCNC(=S)N1CCn2cccc2C1c1ccc(F)cc1 (stereo unspecified),3.1,0.5,-0.3,0,-8,2.6,-1,0,-5,2,-20
Cc1nn(C)cc1CN1CCC(n2nccc2NC(=O)CCCc2ccccc2)CC1,4.7,0.9,-0.5,1,-16,1.7,6,4,11,14,17
Cc1ccsc1CN(C)C(=O)c1cc(S(=O)(=O)N2CCOCC2)ccc1N1CCCC1,2.0,-0.7,0.7,-1,2,0.8,4,5,-6,-10,-10
Cc1c(C(=O)Nc2c(N)nc(SCC(=O)NCC3CCCO3)[nH]c2=O)cccc1[N+](=O)[O-] (stereo unspecified),-2.0,-1.3,1.9,3,-1,2.2,3,-3,-5,-21,-4
COCCN(Cc1ccccc1)C(=O)c1ccc2c(c1)NC(=O)CS2,3.0,0.5,1.1,2,-4,1.4,1,-1,-12,-2,-12
CN(C)c1ccc(C(=O)Nc2cccc(S(=O)(=O)N3CCCC3)c2)cc1,0.1,0.0,0.0,1,-12,0.9,2,-12,0,-5,x
CCOC(=O)C1=CNS(=O)(=O)NC1c1ccc(Br)cc1F (stereo unspecified),0.6,1.1,-4.6,6,-6,1.4,2,-9,-4,-10,x
Cc1ccc(S(=O)(=O)N2[C@@H](c3ccccc3F)C(C(=O)O)=CC[C@H]2c2ccc(C(C)C)cc2)cc1,0.3,-1.3,-1.0,5,3,3.4,4,-12,1,-1,186
NS(=O)(=O)c1cnccc1Nc1cccc(Br)c1,1.0,-1.4,-4.4,-3,7,1.8,3,11,-12,-19,8
C/C(=N\NC(=O)Cc1c[nH]c2ccccc12)c1ccc2ccccc2c1,-1.4,-0.8,0.0,0,0,2.1,4,-4,-5,-2,-25
CCOC(=O)c1cccc(NC(=O)CCc2nc(-c3ccc(C)cc3)no2)c1,3.4,1.5,-0.4,-12,-10,3.3,3,3,3,-11,-10
Cc1sc2nc(CN3CCOCC3)nc(N3CCN(S(=O)(=O)c4ccccc4)CC3)c2c1C,0.3,1.2,1.1,0,6,-0.1,-1,2,-10,-13,3
O=C(CSc1nc(-c2ccccc2)nc2c1Cc1ccccc1O2)Nc1ccc(C(=O)O)cc1,x,x,-2.6,7,-1,3.2,-4,10,0,10,x
CC(=O)c1cccc(NC(=O)C2=CN3CCS(=O)(=O)N=C3C=C2)c1,2.9,2.3,0.6,-2,-15,1.8,3,-4,7,-10,-10
Cc1ccc(S(=O)(=O)N(CCCN2CCCC2=O)Cc2cc3c(C)ccc(C)c3[nH]c2=O)cc1,5.8,2.6,-3.3,2,-3,0.0,-3,5,-5,13,-4
CCOc1ccc(NC(=O)/C(C=Nc2ccccc2)=C(\C)O)cc1,3.3,1.4,2.3,-8,11,-2.3,2,-2,-5,6,79
CCOc1ccc(C2Nc3cccc4cccc(c34)N2)cc1OC,1.8,1.7,-0.9,8,-2,2.6,-2,7,-6,5,-8
CCCC(=O)Nc1nnc(CCc2ccccc2)s1,2.4,-1.0,-0.2,0,-4,1.4,6,-3,-9,14,452
Cn1c2ccccc2c(=O)c2ccc(F)cc21,-1.4,-1.1,1.3,-2,-10,1.4,0,-1,-5,-5,-9
Cc1ccccc1NC(=O)/C(C#N)=C\c1cccnc1,0.2,-3.3,-1.6,0,-9,2.1,0,-11,-5,-16,-2
N#C/C(=C\c1c[nH]c2ccccc12)C(=O)NC1CCCC1,2.2,1.1,-0.2,-3,-9,2.3,-3,-1,3,10,35
COC(=O)C(O)(CC(=O)Nc1cc(Cl)ccc1Cl)C(F)(F)F (stereo unspecified),0.0,0.4,0.3,0,-1,0.6,6,-5,-10,-13,-3
COc1ccc(NC(=O)C(=O)NCCC2CCCCN2S(=O)(=O)c2cccs2)cc1 (stereo unspecified),-0.2,-0.9,-1.3,-3,5,-2.2,2,5,10,-6,1
COc1ccc(-n2c(SCC(=O)NC3CCCCC3)nc3ccsc3c2=O)cc1,1.6,3.0,1.0,1,4,1.6,-2,-1,2,6,3
Cc1nn(Cc2ccccc2)c(C)c1NC(=O)c1noc2c1CCc1ccccc1-2,1.0,0.3,-0.3,-2,u,x,9,-9,-22,-24,32
CC(C)c1cc(CN2CCN(Cc3ccc(F)c(F)c3)C(CCO)C2)[nH]n1 (stereo unspecified),3.9,1.7,1.2,0,-1,2.6,0,-1,8,1,-6
COc1ccc(NC(=O)C2(c3ccc(NC(=O)c4ccc(C)cc4)cc3)CCCC2)cc1,0.3,1.3,2.0,-5,6,5.6,4,-7,-4,15,-7
CCC1Oc2ccc(C)cc2N(CC(=O)NCc2cccs2)C1=O (stereo unspecified),0.7,-1.1,-1.1,-2,14,2.3,-1,-4,0,2,x

# An excerpt from above in order of molecular weight, high to low:
SMILES,AddAB inh,Ecoli viability,CDK5 p35 inh,DAGLB inh,Tat transport,phage Ecoli inh,HTR5A ag,PKA-R1A activ,PKA-R2B act,HTR5A inv ctr,SUMO Mot1 rescue
O=C(CSc1nc(-c2ccccc2)nc2c1Cc1ccccc1O2)Nc1ccc(C(=O)O)cc1,x,x,-2.6,7,-1,3.2,-4,10,0,10,x
COc1ccc(-n2c(SCC(=O)NC3CCCCC3)nc3ccsc3c2=O)cc1,1.6,3.0,1.0,1,4,1.6,-2,-1,2,6,3
COc1ccc(NC(=O)C2(c3ccc(NC(=O)c4ccc(C)cc4)cc3)CCCC2)cc1,0.3,1.3,2.0,-5,6,5.6,4,-7,-4,15,-7
CCOC(=O)c1cccc(NC(=O)CCc2nc(-c3ccc(C)cc3)no2)c1,3.4,1.5,-0.4,-12,-10,3.3,3,3,3,-11,-10
COC(=O)C(O)(CC(=O)Nc1cc(Cl)ccc1Cl)C(F)(F)F (stereo unspecified),0.0,0.4,0.3,0,-1,0.6,6,-5,-10,-13,-3
CCOc1ccc(NC(=O)/C(C=Nc2ccccc2)=C(\C)O)cc1,3.3,1.4,2.3,-8,11,-2.3,2,-2,-5,6,79
CCCC(=O)Nc1nnc(CCc2ccccc2)s1,2.4,-1.0,-0.2,0,-4,1.4,6,-3,-9,14,452
Cc1ccccc1NC(=O)/C(C#N)=C\c1cccnc1,0.2,-3.3,-1.6,0,-9,2.1,0,-11,-5,-16,-2

# Remaining list, next part
SMILES,AddAB inh,Ecoli viability,CDK5 p35 inh,DAGLB inh,Tat transport,phage Ecoli inh,HTR5A ag,PKA-R1A activ,PKA-R2B act,HTR5A inv ctr,SUMO Mot1 rescue
O=C(CC1C[C@H](C(=O)N2CCOCC2)[C@@]2(CCC3CCCC3)c3[nH]c4ccccc4c3CCN2C1=O)NCc1ccco1 (stereo partly specified),2.7,1.2,-1.8,-1,4,2.1,-3,0,-10,10,-9
CCOC(=O)c1sc(N)c(C(N)=O)c1C,4.5,0.3,1.5,x,-2,4.8,x,x,x,x,-18
CC1CN(Cc2cc(=O)[nH]c(C3CC3)n2)CC(C)O1 (stereo unspecified),5.8,1.5,0.2,-1,-8,2.2,0,4,7,-20,-15
CN1CCN(NC(=O)c2cccc(Br)c2)CC1,-1.5,-1.6,0.1,1,-4,2.9,1,-7,-9,0,-13
CCC1=C2CC[C@H]3C(=O)NC(=O)[C@H]3[C@H]2[C@@]2(Cc3ccccc3)C(=NCC(=O)OC)OC(=O)N2C1=O,0.1,-1.4,-4.2,0,-2,1.8,3,3,-9,-29,-10
CN(C(=O)c1ccc(NC(=O)Cc2ccc(NC(=O)C3CCN(C(=O)C4CCCC4)CC3)cc2)cc1)C1CC1,3.5,-0.9,-2.9,-2,-6,1.7,3,7,-7,-9,-13
CCOc1ccc(N2C(=O)C3C4C=CC([C@H]5CC45)[C@@H]3C2=O)cc1 (stereo partly specified),-0.9,1.4,-1.4,-1,-13,1.5,-4,3,-7,14,69
CCCCN1C(=N)N([C@@H](CCC)CN2CCC[C@H]2CN2C(N)=NC[C@@H]2Cc2ccccc2)C[C@H]1[C@H](C)CC,1.9,0.3,-1.1,3,1,4.8,-3,11,0,16,7
